# Source: PubChem BioAssay (National Center for Advancing Translational Sciences (NCATS))
# KCNH2 3.1 inh = inhibitors of human KCNH2 3.1 potassium channel isoform | U2OS KCNH2 3.1, thallium flux FluxOr; hits give low values | activity change, % (tested at about 1.8 µM) | actives 0.95% (n = 340,000);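 active = maximum activity change below -70%; inconclusive = maximum activity change from -70% to -50%; inactive = maximum activity change above -50%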;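 also: thallium influx rate constant from kinetic fluorescence after stimulation buffer; % is scaled to controls: 0 for no effect and ±100 for the full control effect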
#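 Thallium flux via FluxOr fluorescence (Red40 quencher, 45 min loading) in U2OS cells virally expressing the KCNH2 3.1 isoform (1.77 x 10^8 /mL virus, overnight at 37 C). Rate constants from 2-min kinetic reads post-stimulation, normalised to positive and negative controls.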
# GALK inhibitor = blocks human galactokinase activity | P51570 | Purified GALK, Kinase-Glo residual ATP luminescence | Potency, µM (doses to about 57.5 µM), without a hit: at the top dose activity change, negative = inhibition, hits mostly inhibitors | actives 0.007% (n = 270,000) | AID 1868; also: potency is read from the fitted curve at half-maximal effect; % is scaled to controls: 0 for no effect and ±100 for the full control effect
# Target sequence (P51570 whole entry, looked up): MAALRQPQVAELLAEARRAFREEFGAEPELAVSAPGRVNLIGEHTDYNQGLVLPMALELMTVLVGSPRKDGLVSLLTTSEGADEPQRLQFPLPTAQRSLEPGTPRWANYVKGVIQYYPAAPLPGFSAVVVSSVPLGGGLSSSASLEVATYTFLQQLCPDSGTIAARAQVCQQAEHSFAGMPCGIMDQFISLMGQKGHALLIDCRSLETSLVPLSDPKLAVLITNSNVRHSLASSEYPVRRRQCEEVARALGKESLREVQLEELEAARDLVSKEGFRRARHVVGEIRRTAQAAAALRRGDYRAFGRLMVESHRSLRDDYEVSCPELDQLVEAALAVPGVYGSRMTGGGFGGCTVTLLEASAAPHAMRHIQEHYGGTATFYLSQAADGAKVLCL
#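 Luminescence from leftover ATP (Ultra-Glo luciferase/luciferin) served as read-out after a 1 h room-temperature reaction of 5 nM GALK with 35 uM ATP and 100 uM galactose.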
# a7 integrin act = integrin-mediated muscular dystrophy alleviation activation; alpha7betagal myoblasts, beta-gal FDG fluorescence, 48 h; Potency, µM (series often up to 38.3 µM), without a hit: top-dose activation, most hits filed as activators; actives 0.064% (n = 350,000); AID 624291;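 also: potency is read from the fitted curve at half-maximal effect; 100% = response of the positive control SU9516; nearly all actives have a fitted effect of over 60% in size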
#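 Alpha7betagal+/- myoblasts (passage 13) were plated 16-24 hr, then exposed to compounds (1:260 dilution of DMSO stock) for 48 hours at 37C. After MPER lysis, β-galactosidase reporter activity was read as FDG fluorescence (ex 480/em 540) after 30 minutes.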
# CXXC DNA block = inhibitors of human MLL CXXC domain-DNA interaction. Q03164. MLL-CXXC / FITC-HOXA9 DNA fluorescence polarization. Potency, µM (series often up to 115 µM), inactives show top-dose activity change, negative = inhibition, most hits filed as inhibitors. actives 0.037% (n = 290,000). AID 2662; active = well fitted inhibition curve with a large enough effect in the polarisation, with a control signal flat, not every such curve was filed as active; inconclusive = small, poorly fitted or top-dose-only effect, or effect the other way, or a change in a side signal; inactive = no such curve, though single readings can be large or run the other way; the % refers to the polarisation; also: potency is read from the fitted curve at half-maximal effect
#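 Fluorescence polarization: 7 uM MLL-CXXC (stock) preincubated 5 min with compounds, then 50 nM fluorescein-HOX-A9 DNA (stock) added; 30 min ambient. Buffer 50 mM Tris-HCl pH 7.5, 50 mM NaCl, 1 mM DTT, 0.05% BSA.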
# FBPA coupling cs = coupling enzyme interference in Giardia aldolase counter-screen; coupling enzyme system counterscreen, AmpLite Red fluorescence; activity change, negative = inhibition, % at 58.2 µM, hits read low; actives 0.67% (n = 290,000); AID 2472; in the data active = activity change below about -30%; also: % is scaled to controls: 0 for no effect and ±100 for the full control effect
#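 Final compound at 57.5 uM, incubated 10 min at RT with coupling enzyme reagent (glyceraldehyde-3-phosphate), then 20 min with substrate and AmpLite Red detection. Fluorescence read at 525/598 nm; tests interference with the coupling assay, not aldolase inhibition.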
# ASM inhibitor = blocks human secretory acid sphingomyelinase; P17405; placental ASM, HMU-PC fluorogenic substrate, 60 min; Potency, µM (series often up to 57.5 µM), without a hit: top-dose activity change, negative = inhibition, most hits filed as inhibitors; actives 0.006% (n = 340,000); also: potency is read from the fitted curve at half-maximal effect
#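 Fluorescence read-out (Ex 386 nm, Em 447 nm) after stopping the reaction at pH 10. Enzyme: ASM from human placenta; substrate HMU-PC0, 9 uM final; 60 min, 37 °C. Compound preincubation 10 min, ambient temperature.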
# A-T KAP1 phos = potential ataxia-telangiectasia treatment. […] A-T fibroblasts, KAP-1 phosphorylation AlphaLISA; neocarzinostatin DNA damage 30 min before lysis. Potency, µM (highest dose often 57.5 µM), for the others: at the top dose activation, actives largely listed as activators. actives 0.19% (n = 320,000); also: potency is read from the fitted curve at half-maximal effect; % of control where 0% means no effect; nearly all actives have a fitted effect of over 45% in size
#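 hTERT-immortalized A-T patient fibroblasts ([…]), 500 cells/well in OPTI-MEM, 1% FBS, got compounds for 60 min, then NCS for 30 min at 37C. Lysates were then assayed for phospho-KAP-1 by AlphaLISA (anti-pKAP1 donor, anti-KAP1 acceptor beads), 6 hr at 25C.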
# TRPV1 agonist = activates the human vanilloid receptor TRPV1 | AID 540275 | TRPV1-expressing cells, Fluo-8 calcium influx, agonist mode | actives 0.19% (n = 320,000) | Q8NER1 | activation, % at 8.33 µM; in the data active = activation above about 80%; inconclusive = between about 30% and that limit; also: 0% is about no effect
#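 Fluo-8 calcium influx in TRPV1-expressing cells, kinetic read (ex 480/em 520 nm). Compound added and read 3 min for agonist activity, followed by capsaicin at EC20 final and 2 min further read for enhancement.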
# hERG WT inh = inhibitors of human wildtype KCNH2 potassium channel. Q12809. U2OS, BacMam KCNH2, thallium flux FluxOr; hits give low values. activity change, % at 1.84 µM. actives 0.37% (n = 340,000);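 active = maximum activity change below -70%; inconclusive = maximum activity change between -70% and -50%; inactive = maximum activity change above -50%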; also: % is scaled to controls: 0 for no effect and ±100 for the full control effect
#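 U2OS cells were transduced with wild-type KCNH2 virus (2.03 x 10^8 / mL) for 4 h at room temperature, then cultured overnight at 37 C. Thallium flux was read with FluxOr dye. Rate constants were normalized to DMSO controls.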
# MBNL1-CUG inh = inhibitors of human MBNL1 binding to CUG repeat RNA. Q9NR56. TR-FRET MBNL1-His/biotin-(CUG)12 binding, 665/545 ratio. Potency, µM (highest dose often 57.5 µM), for the others: top-dose activity change, negative = inhibition, usual class: inhibitors. actives 0.036% (n = 280,000). AID 2675; active = well fitted inhibition curve with a large enough effect in the signal ratio, with a control signal flat, not every such curve was filed as active; inconclusive = small, poorly fitted or top-dose-only effect, or effect the other way, or a change in a side signal; inactive = no such curve, though single readings can be large or run the other way; the % refers to the signal ratio; also: potency is read from the fitted curve at half-maximal effect; % is scaled to controls: 0 for no effect and ±100 for the full control effect
# Target sequence (Q9NR56 whole entry, looked up): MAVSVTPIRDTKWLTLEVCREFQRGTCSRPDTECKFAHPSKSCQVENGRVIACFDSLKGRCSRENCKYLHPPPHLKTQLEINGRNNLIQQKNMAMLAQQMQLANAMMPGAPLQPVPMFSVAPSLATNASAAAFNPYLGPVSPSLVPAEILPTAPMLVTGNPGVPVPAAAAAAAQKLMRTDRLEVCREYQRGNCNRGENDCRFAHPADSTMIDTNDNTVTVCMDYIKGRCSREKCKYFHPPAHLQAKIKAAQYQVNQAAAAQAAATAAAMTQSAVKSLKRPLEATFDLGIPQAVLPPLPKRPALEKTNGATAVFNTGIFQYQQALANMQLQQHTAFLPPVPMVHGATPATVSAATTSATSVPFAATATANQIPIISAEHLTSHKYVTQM
#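 His-tagged MBNL1 binding to biotinylated (CUG)12 RNA was measured by TR-FRET using terbium anti-His antibody (0.055 ng/ul final) and streptavidin-XL665 (5 nM final). Compounds were titrated 92 nM to 58 uM; 60 min at room temperature.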
# Numbers without * were called inactive; ? = inconclusive; / = not tested or not shown; [ ] = dose if it differs, or a comment. Unless noted, calls follow the shape of the dose curve; as a rule, active = well fitted curve in the direction sought with a large enough effect; inconclusive = small, poorly fitted or top-dose-only effect, or another doubt; inactive = no such curve, though single readings can be large; an effect the other way counts as inactive or inconclusive.
1) c1ccc2sc(C3CCN(Cc4nnnn4Cc4ccc5c(c4)OCO5)CC3)nc2c1
2) CCC(C)(C)NC(=O)C(c1cccc(OC)c1OC)N(CCOC)C(=O)CCC(=O)Nc1cc(C)on1 (stereo not given)
3) c1ccc(N(c2ccccc2)c2nc(-n3ccnc3)nc(-n3ccnc3)n2)cc1
4) C=CCSC(CC)(CC)C(N)=O
5) C=CCn1c(SCC(=O)Nc2ccc3c(c2)OCO3)nnc1-c1ccccc1O
6) COC(=O)Cc1[nH]nc2c1C(C1C=CCCC1)C(C#N)=C(N)O2 (stereo not given)
7) C/C(=N\NC(=O)c1c(C)nc2ccccn12)c1ccc(O)cc1O
8) Cc1cc(C)cc(NC(=O)CSc2nc3[nH]ncc3c(=O)[nH]2)c1
Compound,1,2,3,4,5,6,7,8
FBPA coupling cs,-2,0,11,0,-14,-1,4,1
GALK inhibitor,-1%,-1%,2%,4%,-5%,2%,8%,-1%
ASM inhibitor,-17%,6%,-24%,7%,-3%,1%,150%[activator],0%
CXXC DNA block,-5%,25%,-8%,-1%,11%,1%,9%,-2%
a7 integrin act,-9%,34%,21%,-11%,-3%,-12%,-28%,16%
MBNL1-CUG inh,-5%,-3%,-5%,1%,2%,-8%,13%,-9%
A-T KAP1 phos,/,-5%,4%,-5%,-8%,2%,0%,0%
hERG WT inh,37,-2,6,-1,-13,1,2,1
KCNH2 3.1 inh,-3,-4,-8,-12,-13,-5,-2,-4
TRPV1 agonist,6,-4,8,-2,3,-4,3,2

9) CC(=O)c1c(C)[nH]c(C(=O)OCc2ccccc2)c1C
10) COc1ccc(N(C(=O)c2ccccc2C)S(=O)(=O)c2cccs2)cc1
11) Cc1ccc(NC(=O)CN(C)S(=O)(=O)c2cnc[nH]2)cc1C
12) Cc1ccc2c(C)nc(Nc3nc(CSc4nc5ccccc5s4)cc(=O)[nH]3)nc2c1
13) COC(=O)c1ccc(COC(=O)c2ccccn2)cc1
14) CC(OC(=O)CNC(=O)c1ccc(Cl)cc1)C(=O)NC1CCCCC1C (stereo not given)
15) Nc1nc(Cl)nc(N(c2ccccc2)c2ccccc2)n1
16) c1csc(-c2nnc(N3CCCCCC3)c3ccccc23)c1
Compound,9,10,11,12,13,14,15,16
FBPA coupling cs,1,0,4,/,3,/,5,0
GALK inhibitor,0%,1%,0%,/,3%,/,2%,-2%
ASM inhibitor,0%,5%,0%,-4%,-1%,2%,3%,2%
CXXC DNA block,4%,13%,-1%,/,1%,/,-4%,12%
a7 integrin act,?,-12%,11%,?,16%,33%,-11%,6%
MBNL1-CUG inh,1%,-11%,0%,/,6%,/,-3%,14%
A-T KAP1 phos,9%,-2%,-3%,/,-1%,2%,0%,4%
hERG WT inh,7,-9,2,4,45,-1,-6,-1
KCNH2 3.1 inh,4,-8,-20,-5,14,8,-3,-6
TRPV1 agonist,26,17,-2,/,2,2,3,29

17) C/C(N)=C(/C#N)C(=O)COc1ccc(Cl)cc1Cl
18) O=C(COc1ccc(Br)cc1)N(CCO)CCO
19) COC(=O)Nc1ccc(S(=O)(=O)n2cnc3ccccc32)cc1
20) O=C(CN1/C(=C(/O)c2ccccc2)C(=O)c2ccccc2S1(=O)=O)c1ccccc1
21) CC(C)(C)CC(=O)Nc1nnc(SCC(=O)NCc2cccs2)s1
22) CCCNC(=O)CCc1cc(C(C)(C)C)c(O)c(C(C)(C)C)c1
23) O=C(Nc1ccc(F)cc1F)c1c(C(F)(F)F)ccnc1Oc1cccc(C(F)(F)F)c1
24) COc1ccccc1N1CCN(C2CCCN(C(=O)CN3CCCC3=O)C2)CC1 (stereo not given)
Compound,17,18,19,20,21,22,23,24
FBPA coupling cs,-1,0,1,5,-1,1,-1,/
GALK inhibitor,1%,4%,-3%,1%,-1%,1%,8%,-6%
ASM inhibitor,-1%,1%,5%,-2%,2%,-3%,1%,3%
CXXC DNA block,4%,-18%,-1%,1%,25%,?,-3%,2%
a7 integrin act,-20%,21%,?,4%,-23%,-16%,6%,4%
MBNL1-CUG inh,-4%,2%,8%,-6%,3%,-1%,10%,1%
A-T KAP1 phos,6%,1%,/,/,1%[11.5 µM],-1%,-11%,20%
hERG WT inh,-3,1,-10,-3,/,-33,-6,0
KCNH2 3.1 inh,-17,22,2,1,6,1,-1,2
TRPV1 agonist,6,-1,-1,1,0,?,11,0

25) CCOC(=O)C1=CN(Cc2cccc(Br)c2)S(=O)(=O)N(CC)C1C (stereo not given)
26) COc1cc(/C=C/c2nc(-c3ccccc3O)n[nH]2)cc(OC)c1OC
27) Cc1cccc(NC(=O)C2CCN(S(=O)(=O)c3ccc4ccccc4c3)CC2)n1
28) Cc1ccc(OCC(O)CN2C(=O)NC(C)(C)C2=O)c(C)c1 (stereo not given)
29) FC(F)(F)c1nnc2ccc(N3CCCC3)nn12
30) CCCc1n[nH]c2c1/C(=N/O)CC(c1ccccc1)C2 (stereo not given)
31) CCN(CC)CCn1c(=S)[nH]c2ccc(Cl)cc2c1=O
32) CCOc1ccc(-c2nnc(N3CCOCC3)c3ccccc23)cc1
Compound,25,26,27,28,29,30,31,32
FBPA coupling cs,/,1,/,6,-1,4,1,0
GALK inhibitor,/,-3%,/,9%,1%,1%,0%,/
ASM inhibitor,-6%,?,-1%,-2%,5%,?,-3%,-2%
CXXC DNA block,/,-5%,/,2%,2%,5%,0%,16%
a7 integrin act,-4%,?,-23%,-7%,13%,-7%,1%,?
MBNL1-CUG inh,/,13%,/,8%,-3%,-13%,-14%,-5%
A-T KAP1 phos,14%,5%,-5%,-3%,1%,-2%,1%,-2%
hERG WT inh,-2,-3,3,-9,10,2,5,-29
KCNH2 3.1 inh,-12,8,-2,16,1,-17,1,1
TRPV1 agonist,/,0,1,4,-2,5,1,12

33) CCCC(CCC)c1nnc(NC(=O)c2ccco2)s1
34) Cc1cc(NC(=O)CN2C(=O)NC(CC(C)C)C2=O)no1 (stereo not given)
35) COc1ccccc1N1CCN(C(=O)c2ccc3[nH]c4c(c3c2)CC(C)CC4)CC1 (stereo not given)
36) CCN(CC)S(=O)(=O)c1ccc(N2CCN(c3ccccc3O)CC2)nc1
37) Cc1cc(=O)n2c(C)n[nH]c2n1
38) COC(=O)Cc1c(C)c2ccc(OC(C)C)cc2oc1=O
39) CCCCC(=O)N/N=C(\C)c1cccc(NC(=O)C2CC2)c1
Compound,33,34,35,36,37,38,39
FBPA coupling cs,3,/,-4,-1,1,-1,-1
GALK inhibitor,5%,/,1%,-2%,-2%,-1%,/
ASM inhibitor,-1%,-2%,-2%,-5%,4%,14%,-2%
CXXC DNA block,-6%,/,2%,10%,-1%,4%,9%
a7 integrin act,6%,0%,-53%[inhibitor],-47%[inhibitor],3%,-32%,-8%
MBNL1-CUG inh,-9%,/,/,6%,-2%,2%,1%
A-T KAP1 phos,0%,0%,4%,-4%,8%,7%,2%
hERG WT inh,-19,0,-1,10,2,-5,-23
KCNH2 3.1 inh,9,-8,1,-10,5,10,-7
TRPV1 agonist,27,/,3,0,9,9,-3

# Seven of these compounds in another layout.
cpd | Molecule | FBPA coupling cs | GALK inhibitor | ASM inhibitor | CXXC DNA block | a7 integrin act | MBNL1-CUG inh | A-T KAP1 phos | hERG WT inh | KCNH2 3.1 inh | TRPV1 agonist
31 | CCN(CC)CCn1c(=S)[nH]c2ccc(Cl)cc2c1=O | 1 | 0% | -3% | 0% | 1% | -14% | 1% | 5 | 1 | 1
32 | CCOc1ccc(-c2nnc(N3CCOCC3)c3ccccc23)cc1 | 0 | / | -2% | 16% | ? | -5% | -2% | -29 | 1 | 12
33 | CCCC(CCC)c1nnc(NC(=O)c2ccco2)s1 | 3 | 5% | -1% | -6% | 6% | -9% | 0% | -19 | 9 | 27
34 | Cc1cc(NC(=O)CN2C(=O)NC(CC(C)C)C2=O)no1 (stereo not given) | / | / | -2% | / | 0% | / | 0% | 0 | -8 | /
35 | COc1ccccc1N1CCN(C(=O)c2ccc3[nH]c4c(c3c2)CC(C)CC4)CC1 (stereo not given) | -4 | 1% | -2% | 2% | -53%[inhibitor] | / | 4% | -1 | 1 | 3
36 | CCN(CC)S(=O)(=O)c1ccc(N2CCN(c3ccccc3O)CC2)nc1 | -1 | -2% | -5% | 10% | -47%[inhibitor] | 6% | -4% | 10 | -10 | 0
37 | Cc1cc(=O)n2c(C)n[nH]c2n1 | 1 | -2% | 4% | -1% | 3% | -2% | 8% | 2 | 5 | 9
